Source: PubChem BioAssay
PHOSPHO1 inh: PHOSPHO1 (human) inhibition | Q8TCT1 | recombinant PHOSPHO1, absorbance phosphatase assay | inhibition, % at 13.3 µM | 290,000 compounds, 1.1% hits | AID 1565; in the data active = inhibition above about 60%
Target sequence (Q8TCT1 whole entry, looked up): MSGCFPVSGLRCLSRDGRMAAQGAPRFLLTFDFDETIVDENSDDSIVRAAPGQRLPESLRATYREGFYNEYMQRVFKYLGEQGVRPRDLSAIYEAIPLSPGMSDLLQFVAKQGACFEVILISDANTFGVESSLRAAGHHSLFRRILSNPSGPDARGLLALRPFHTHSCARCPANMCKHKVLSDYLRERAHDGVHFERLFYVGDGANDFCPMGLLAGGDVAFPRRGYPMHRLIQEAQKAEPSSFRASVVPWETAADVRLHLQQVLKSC
NALP1 yeast inh: blocks the NALP1 inflammasome reconstituted in yeast | S. cerevisiae NALP1/ASC/caspase-1 growth, X-gal OD620, 72 h | inhibition, % at 10 µM | 280,000 compounds, 0.61% hits; in the data active = inhibition mostly above about 24%, no sharp cut-off; inactive = mostly below about 32%; note: some compounds called inactive have numbers as strong as hits
PfM18AAP inh: PfM18AAP enzyme inhibition | recombinant PfM18AAP, H-Glu-NHMec fluorogenic cleavage | inhibition, % at 7.35 µM | 290,000 compounds, 1.2% hits | AID 1822;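 active = inhibition above the campaign mean inhibition over all tested compounds plus 3 SD, cut at about 28% in these data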;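 note: 0% = plate median of test compound wells and 100% = 2 mM ZnCl2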
MEKK2wt PB1 HTS: raises or lowers MEK5 binding to wildtype human MEKK2 PB1 domain; Q9Y2U5; AID 1531; binding response (% of control), % at 10 µM; 290,000 compounds, 1.1% hits; bead flow cytometry, Alexa488-MEK5 binding to MEKK2 WT; actives lie on both sides; in the data active = binding response below about 67% or above about 130%
GPR7 antag: human neuropeptides B/W receptor 1 antagonism | P48145 | GPR7-expressing cells, fluorescence antagonist assay | inhibition, % at 4.4 µM | 290,000 compounds, 1.1% hits | AID 1861; in the data active = inhibition above about 16%, passing the limit was not always enough;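 note: cells stimulated with the agonist NPW; 0% = agonist with vehicle and 100% = vehicle without agonist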
MEKK3 PB1 HTS: raises or lowers MEK5 binding to the human MEKK3 PB1 domain; binding response (% of control), % at 10 µM; AID 1529; bead-based flow cytometry, Alexa488-MEK5 binding to MEKK3; actives lie on both sides; 0 = blocked by unlabeled MEK5, 100 = vehicle; Q99759; 290,000 compounds, 1.4% hits;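 active = binding response more than 3 SD above or below the average of its plate-row segment, actives on both sides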;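 note: Alexa488 bead fluorescence after subtracting the streptavidin-only scavenger bead signal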
Target sequence (Q99759 whole entry, looked up, the tested form may be a part): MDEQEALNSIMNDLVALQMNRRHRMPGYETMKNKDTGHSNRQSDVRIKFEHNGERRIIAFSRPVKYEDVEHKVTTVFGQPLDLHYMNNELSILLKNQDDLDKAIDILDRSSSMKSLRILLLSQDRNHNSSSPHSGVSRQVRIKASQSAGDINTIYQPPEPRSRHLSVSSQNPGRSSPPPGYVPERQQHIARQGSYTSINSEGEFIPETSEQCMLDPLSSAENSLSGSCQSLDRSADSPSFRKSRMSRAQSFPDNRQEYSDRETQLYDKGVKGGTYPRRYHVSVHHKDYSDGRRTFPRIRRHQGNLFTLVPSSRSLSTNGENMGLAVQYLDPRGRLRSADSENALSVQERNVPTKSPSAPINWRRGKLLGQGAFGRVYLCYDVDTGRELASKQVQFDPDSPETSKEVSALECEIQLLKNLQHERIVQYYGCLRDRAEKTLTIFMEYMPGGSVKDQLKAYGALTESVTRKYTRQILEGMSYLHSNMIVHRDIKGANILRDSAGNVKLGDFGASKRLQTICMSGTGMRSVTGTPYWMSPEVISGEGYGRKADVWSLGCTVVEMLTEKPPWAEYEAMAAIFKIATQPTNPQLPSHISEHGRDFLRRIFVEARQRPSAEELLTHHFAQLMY
OXTR agonist: agonists of human oxytocin receptor; 320,000 compounds, 0.32% hits; activation, % at 3 µM; AID 2435; CHO-OTR cells, Fluo-8 calcium fluorescence; normalized: DMSO 0%, oxytocin 100%; P30559;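 active = activation above the mean of all tested compounds plus 3 SD, cutoff set per screening run, cut at about 20% in these data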;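 note: peak over basal fluorescence ratio from a 100 s FLIPR kinetic read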
FID counter: fluorescent intercalator displacement, NS3 helicase counter-screen. DNA fluorescent intercalator displacement, fluorescence. inhibition, % at 7.9 µM. 290,000 compounds, 0.17% hits; in the data active = inhibition above about 37%;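 note: 0% = vehicle and 100% = reference compound; higher means more ethidium bromide displaced from hairpin DNA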
MEKK2mut PB1 HTS: signal of MEK5 binding to mutant human MEKK2 PB1 domain; bead flow cytometry, Alexa488-MEK5 binding to MEKK2 mutant; percent response, % at 10 µM; 290,000 compounds, 0.35% hits; in the data active = percent response above about 24%, passing the limit was not always enough; note: inactives centre near 1; some results filed as inactive read as strong as hits; reference of the scale not given here
The depositor's hits bear a star; / = not tested or not shown; & = joins results of further samples.

SMILES	PHOSPHO1 inh	NALP1 yeast inh	PfM18AAP inh	MEKK2wt PB1 HTS	GPR7 antag	MEKK3 PB1 HTS	OXTR agonist	FID counter	MEKK2mut PB1 HTS
COc1ccccc1CNc1ncnc2cc(Cl)ccc12	16	16	-5	91	-3	94	/	-1	-5
C=CCCCCCCCCC(=O)Nc1c[nH]c(=O)[nH]c1=O	24	8	2	100	5	101	-0.3	-2	2
O=C(CSc1cccc[n+]1[O-])NN(c1ccccc1)c1ccccc1	21	-15	3	100	-15	95	-0.2	1	-5
O=[N+]([O-])c1ccc(NC2CCCC2)cc1	-5	36	-3	92	-3	94	-1.8	4	-4
CC(C)N=C(NC#N)SCc1ccccc1F	10	-1	-4	107	-2	108	-0.3	-1	11
Cc1ccccc1C(=O)c1cccn1CC(=O)N1CCCCCC1	14	-4	7	101	-13	102	-1.7	-28	3
COc1cc2cc(CN(CCCO)S(=O)(=O)c3ccccc3)c(=O)[nH]c2cc1OC	2	6	5	100	1	96	-0.2	8	-2
CCN(CC(=O)N(CC(C)C)c1c(N)n(CC(C)C)c(=O)[nH]c1=O)Cc1nc2ccccc2c(=O)[nH]1	39	/	0	112	-8	110	0.7	-24	9
O=C(NCCc1nnc2ccccn12)c1cccs1	41	-2	-2	92	-9	90	0.4	1	-31
COc1ccc(Nc2nc(N)nc(C(F)(F)F)n2)c(OC)c1	33	41	-3	103	0	103	-0.4	0	1
Cc1ccc(OCC(=O)NC(=S)Nc2cccc(NC(=O)c3ccccc3)c2)cc1	1	23	-12	93	-7	94	0.4	-6	-2
Cn1cc(C2N3CC4(C)CN2CC(C)(C3)C4=O)c2ccccc21 (stereo unspecified)	34	1	-15	99	3	98	-0.7	-2	0
COc1ccc(C(c2nnnn2Cc2ccc(F)cc2)N2CCN(c3ccccc3)CC2)cc1 (stereo unspecified)	-16	3	2	95	5	98	-1.0	0	-4
COC(=O)Nc1ccc(S(=O)(=O)N(C)CC(F)(F)C(F)F)cc1	45	19	-2	78	-3	83	0.2	0	-6
COC(=O)C(C#N)c1nc2ccccc2nc1N1CCN(Cc2ccc3c(c2)OCO3)CC1 (stereo unspecified)	28	-9	/	103	/	103	0.3	/	4
COC(=O)C1=C(C)NC(C)=C([N+](=O)[O-])C1c1ccccc1C(F)(F)F (stereo unspecified)	1	6	5	91	-5	93	3.2&3.3	6	4
CC(=O)N(c1ccc2oc(=O)sc2c1)S(=O)(=O)c1cccc2cccnc12	46	0	14	95	-17	100	0.2	-15	0
CCOc1cc(NC(=O)C2CC2)c(OCC)cc1NC(=O)c1cccc(F)c1	35	-4	-4	95	-5	98	-0.3	-9	0
Cn1c(=O)cc(OCCCC(=O)NCc2ccc3c(c2)OCO3)c2ccccc21	-4	13	0	111	-6	101	-1.6	-22	2
OCCN1CCN(Cc2cccc(Oc3ccc(Cl)cc3)c2)CC1	-6	-3	0	106	12	95	6.0	15	0
CCn1c(SCC(=O)Nc2cccc(C(C)=O)c2)nnc1C(C)C	-3	0	12	112	2	107	-0.1	-10	5
COc1ccnc(Oc2cccc(C(F)(F)F)c2)c1C(=O)N/C=N/OCc1ccccc1F	24	2	-4	102	-13	103	3.0	-13	4
O=C(O)CN(c1ccccn1)S(=O)(=O)c1ccccc1	15	43*	-12	112	-3	106	2.4	2	7
c1ccc(Cc2nc3ccccc3n2Cc2ccccc2)cc1	33	38	6	96	2	98	-1.9	-23	0
NC(=O)C(c1ccc(Cl)cc1)c1ccc(Sc2ccccc2)nn1 (stereo unspecified)	18	-6	4	90	10	91	4.4	-23	-6
CC12CCC(C(=O)NC3CCCC3)(CC1=O)C2(C)C (stereo unspecified)	-6	-10	6	111	-11	107	-1.3	-6	5
O=C(CCS(=O)(=O)c1ccccc1)Nc1cccc(-c2nc3ccccc3s2)c1	16	35	-2	121	1	99	7.1	-9	0
Nc1nc2cc3ccccc3cc2[nH]c1=O	46	-18	2	97	-14	94	-1.0	-6	1
CC(=O)Nc1cccc(NC(=O)CSc2nnnn2-c2ccc3c(c2)OCO3)c1	10	/	2	89	-4	87	/	-7	1
O=C(NC1CCCCCCC1)C1=COCCO1	11	23	-3	99	-10	103	-0.4	-3	3

Part of the list above, bar-delimited:
Molecule | PHOSPHO1 inh | NALP1 yeast inh | PfM18AAP inh | MEKK2wt PB1 HTS | GPR7 antag | MEKK3 PB1 HTS | OXTR agonist | FID counter | MEKK2mut PB1 HTS
COc1cc2cc(CN(CCCO)S(=O)(=O)c3ccccc3)c(=O)[nH]c2cc1OC | 2 | 6 | 5 | 100 | 1 | 96 | -0.2 | 8 | -2
Cn1cc(C2N3CC4(C)CN2CC(C)(C3)C4=O)c2ccccc21 (stereo unspecified) | 34 | 1 | -15 | 99 | 3 | 98 | -0.7 | -2 | 0

The results go on.
SMILES	PHOSPHO1 inh	NALP1 yeast inh	PfM18AAP inh	MEKK2wt PB1 HTS	GPR7 antag	MEKK3 PB1 HTS	OXTR agonist	FID counter	MEKK2mut PB1 HTS
Cc1nc(C)c(C(=O)C2=C(O)C(=O)N(CCN(C)C)C2c2ccccc2)s1 (stereo unspecified)	1	20	-2	104	-7	108	0.7	-1	14
COc1ccc(N2CCN(CCNC(=O)CCN3C(=O)COc4ccccc43)CC2)cc1	32	29	3	107	-11	103	-0.2	4	8
COc1ccc(CNC(=O)C2CCCN(S(=O)(=O)c3ccc(Br)s3)C2)cc1 (stereo unspecified)	10	8	-5	97	-17	99	3.0	-27	-5
Cc1csc(SCC(=O)NC(=O)NCc2ccccc2)n1	24	8	9	102	-2	102	-2.5	-16	1
CCOc1ccc(S(=O)(=O)N2CCN(C(=S)NC3CC3)CC2)cc1	-5	10	-3	100	0	106	0.5	-15	-3
CC1CC(OCC(O)C[N+]2(C)CCOCC2)CC(C)(C)C1 (stereo unspecified)	-29	28	-15	105	-2	105	-0.5	3	-1
COc1cc(C(=O)NCC(=O)OCC(=O)c2cccc3ccccc23)cc(OC)c1OC	28	-4	-1	97	-13	95	-0.6	-35	2
Cc1c(C(=O)O)cccc1-n1c(C)cc(/C=N/Nc2ccc([N+](=O)[O-])cn2)c1C	24	-8	59*	102	-7	106	0.7	-29	7
COc1ccc(-n2c(-c3ccccc3)nnc2-c2ccc(Cl)cc2)cc1	7	-2	-5	109	-4	106	-1.0	-5	5
O=C(Cc1ccccc1)NCc1ccccn1	45	12	2	89	0	96	-0.2	2	-9
NC(=S)n1[nH]c(-c2ccc([N+](=O)[O-])cc2)c(N=Nc2cccc([N+](=O)[O-])c2)c1=O	-14	16	9	85	-5	96	/	-9	-3
C=CCc1ccc(OCCCCN2CC(C)CC(C)C2)c(OC)c1 (stereo unspecified)	17	25	-10	115	-3	105	5.5	19	8
COc1ccc(/C=C(\NC(=O)c2ccc(OC)cc2)C(=O)N2CCCCC2)cc1	39	3	5	98	-14	98	/	-42	4
Cc1sc(N2CCN(S(=O)(=O)c3ccc4c(c3)NC(=O)CO4)CC2)nc1-c1ccccc1	28	0	4	99	16	102	-0.3	-39	-1
CCN(CC)C(=S)NC(=O)c1cc(OC)c(OC)c(OC)c1	-27	-10	2	97	-3	100	0.2	-7	-1

14 structures from above, sorted by number of heavy atoms, high to low:
SMILES	PHOSPHO1 inh	NALP1 yeast inh	PfM18AAP inh	MEKK2wt PB1 HTS	GPR7 antag	MEKK3 PB1 HTS	OXTR agonist	FID counter	MEKK2mut PB1 HTS
COC(=O)C(C#N)c1nc2ccccc2nc1N1CCN(Cc2ccc3c(c2)OCO3)CC1 (stereo unspecified)	28	-9	/	103	/	103	0.3	/	4
Cc1sc(N2CCN(S(=O)(=O)c3ccc4c(c3)NC(=O)CO4)CC2)nc1-c1ccccc1	28	0	4	99	16	102	-0.3	-39	-1
COc1cc2cc(CN(CCCO)S(=O)(=O)c3ccccc3)c(=O)[nH]c2cc1OC	2	6	5	100	1	96	-0.2	8	-2
CC(=O)Nc1cccc(NC(=O)CSc2nnnn2-c2ccc3c(c2)OCO3)c1	10	/	2	89	-4	87	/	-7	1
COc1ccc(CNC(=O)C2CCCN(S(=O)(=O)c3ccc(Br)s3)C2)cc1 (stereo unspecified)	10	8	-5	97	-17	99	3.0	-27	-5
COC(=O)C1=C(C)NC(C)=C([N+](=O)[O-])C1c1ccccc1C(F)(F)F (stereo unspecified)	1	6	5	91	-5	93	3.2&3.3	6	4
CCn1c(SCC(=O)Nc2cccc(C(C)=O)c2)nnc1C(C)C	-3	0	12	112	2	107	-0.1	-10	5
Cn1cc(C2N3CC4(C)CN2CC(C)(C3)C4=O)c2ccccc21 (stereo unspecified)	34	1	-15	99	3	98	-0.7	-2	0
CCN(CC)C(=S)NC(=O)c1cc(OC)c(OC)c(OC)c1	-27	-10	2	97	-3	100	0.2	-7	-1
CC1CC(OCC(O)C[N+]2(C)CCOCC2)CC(C)(C)C1 (stereo unspecified)	-29	28	-15	105	-2	105	-0.5	3	-1
O=C(O)CN(c1ccccn1)S(=O)(=O)c1ccccc1	15	43*	-12	112	-3	106	2.4	2	7
CC12CCC(C(=O)NC3CCCC3)(CC1=O)C2(C)C (stereo unspecified)	-6	-10	6	111	-11	107	-1.3	-6	5
Nc1nc2cc3ccccc3cc2[nH]c1=O	46	-18	2	97	-14	94	-1.0	-6	1
O=[N+]([O-])c1ccc(NC2CCCC2)cc1	-5	36	-3	92	-3	94	-1.8	4	-4

More structures follow:
SMILES	PHOSPHO1 inh	NALP1 yeast inh	PfM18AAP inh	MEKK2wt PB1 HTS	GPR7 antag	MEKK3 PB1 HTS	OXTR agonist	FID counter	MEKK2mut PB1 HTS
CCN(CC)C(=O)Oc1ccc(Cl)c2ccccc12	-3	11	3	85	-6	85	-1.9	-8	-8
CCc1cccc(CC)c1NC(=O)COC(=O)C1(C)CC1(Cl)Cl (stereo unspecified)	28	7	5	100	4	109	-2.3	-21	2
C=COc1ccc(N2C(=O)c3ccccc3OC2C)cc1 (stereo unspecified)	19	17	2	104	0	106	-1.7	-13	2
O=C(CCCCCN1C(=O)CCC1=O)NCc1ccccc1	18	30	1	98	-11	94	0.8	0	-5
Cc1cccc2c1nc(-c1ccccc1)n1nnnc21	-6	14	-2	99	-4	103	-0.6	1	6
CC1CCN(Cc2nnnn2CCCC(=O)N(C)C2CCOC2)CC1 (stereo unspecified)	28	3	-1	108	-2	106	0.0	-13	3
Cc1ccc([C@@H]2[C@@H]3C(=O)N(C)C(=O)[C@@H]3[C@]3(C)C(=O)N(Cc4ccccn4)CC(=O)N23)o1	15	-1	2	107	-4	103	-0.1	-20	10
Cc1n[nH]c(C)c1CN(C)C(=O)c1cc(COc2ccc(F)c(F)c2)on1	43	1	2	104	3	101	4.7	-19	7
NNC(=O)COc1cccc(Oc2ccccc2)c1	9	12	-4	99	-15	99	-0.3	-5	-5
O=C(Nc1ccc(N2CCN(C(=O)c3ccccc3)CC2)c(Cl)c1)c1ccc(Br)o1	18	13	-3	103	6	110	4.3	-30	9
Cc1ccc(NC(=O)c2ccc(OC(=O)COc3ccc(Cl)c(C)c3)cc2)cc1	-9	17	-11	99	-5	104	0.1	-8	-2
O=C(CN1C(=O)C2CC=CCC2C1=O)Nc1nnc(SCc2c(Cl)cccc2Cl)s1 (stereo unspecified)	25	21	-4	114	-12	107	-0.2	-9	5
NS(=O)(=O)c1ccc(CCNC(=O)c2ccc(NC3=NC4CS(=O)(=O)CC4S3)cc2)cc1 (stereo unspecified)	35	14	3	99	-9	102	0.7	-1	-1
O=C(Cn1cnc2c(nc3n2CCCCC3)c1=O)Nc1cccc(C(F)(F)F)c1	48	13	0	102	-7	99	0.4	-31	-5
CCCCCC(O)CCc1n[nH]c(=S)n1-c1ccccc1 (stereo unspecified)	4	9	9	107	-10	102	1.4	-27	5
